Bioassay records: PubChem, National Center for Advancing Translational Sciences (NCATS)
TrxR1 substrate: is turned over as a substrate by rat TrxR1; purified TrxR1 substrate turnover, NADPH consumption readout; Potency, µM (series often up to 114 µM), inactives show at the highest dose activity change, negative = substrate turnover; 0.01% of 390,000 active; AID 588456; also: potency is read from the fitted curve at half-maximal effect; % is scaled to controls: 0 for no effect and ±100 for the full control effect; nearly all actives have a fitted effect of over 50% in size
Target sequence (O89049 whole entry, looked up): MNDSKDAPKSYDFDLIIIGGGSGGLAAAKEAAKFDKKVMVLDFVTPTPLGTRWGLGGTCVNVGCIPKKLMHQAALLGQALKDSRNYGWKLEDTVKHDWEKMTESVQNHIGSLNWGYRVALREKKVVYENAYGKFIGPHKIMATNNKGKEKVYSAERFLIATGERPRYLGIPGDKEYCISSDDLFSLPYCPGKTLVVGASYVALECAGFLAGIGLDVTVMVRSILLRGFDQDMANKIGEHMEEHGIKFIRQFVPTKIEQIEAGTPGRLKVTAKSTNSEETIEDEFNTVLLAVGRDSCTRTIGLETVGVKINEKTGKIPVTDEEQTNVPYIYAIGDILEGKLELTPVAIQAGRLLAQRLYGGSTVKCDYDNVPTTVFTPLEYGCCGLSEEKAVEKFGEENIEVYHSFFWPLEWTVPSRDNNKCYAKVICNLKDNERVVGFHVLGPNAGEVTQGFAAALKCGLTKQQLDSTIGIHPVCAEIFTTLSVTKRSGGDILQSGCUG
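Rat TrxR1, dispensed at 90 nM, was prereduced with 400 uM NADPH (final) for 5 min at ~22 deg C, then incubated with compound 15 min before 400 uM selenite. A first-read NADPH fluorescence drop versus no-compound background flagged substrates.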
TrxR1 inh: inhibitors of rat thioredoxin reductase 1; O89049; recombinant rTrxR1, NADPH fluorescence consumption, selenite substrate; Potency, µM (highest dose often 114 µM), for the others: at the highest dose activity change, negative = inhibition, most hits filed as inhibitors; 1% of 390,000 active; also: potency is read from the fitted curve at half-maximal effect; % is scaled to controls: 0 for no effect and ±100 for the full control effect; nearly all actives have a fitted effect of over 65% in size
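Rat TrxR1 (90 nM in the dispensed reagent) was pre-reduced with 400 uM NADPH for 5 min at room temperature, then incubated with compound for 15 min. After 400 uM selenite was added, NADPH fluorescence (Ex 340/Em 450 nm) was followed for 8 min.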
HP1b binding inh: blocks HP1-beta chromodomain binding to methylated histone tails; AlphaScreen HP1-beta / biotin-H3K9me3 peptide binding; Potency, µM (series often up to 114 µM), inactives show at the highest dose activity change, negative = inhibition, hits mostly inhibitors; 0.56% of 390,000 active; AID 540317; also: potency is read from the fitted curve at half-maximal effect; nearly all actives have a fitted effect of over 70% in size; inactives centre near 23
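AlphaScreen: HP1-beta (50 nM) preformed 30 min with biotin-H3(1-18)K9me3 peptide (50 nM) in PBS pH 7.4, 0.01% Tween-20. Compound added for 30 min at RT, then streptavidin donor/nickel chelate acceptor beads (10 ug/mL) for 30 min.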
mIDH1 inhibitor: inhibitors of human mutant IDH1 R132H; O75874; IDH1-R132H enzyme, NADPH consumption, diaphorase/resazurin fluorescence; Potency, µM (top dose mostly 76.6 µM), without a hit: top-dose activity change, negative = inhibition, most hits filed as inhibitors; 0.093% of 390,000 active; AID 602179; also: potency is read from the fitted curve at half-maximal effect; % is scaled to controls: 0 for no effect and ±100 for the full control effect; nearly all actives have a fitted effect of over 65% in size
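IDH1-R132H (0.5 ug/mL) preincubated 30 min with compound, then NADPH (0.016 mM) and alpha-KG (2 mM) added; 80 min at RT, pH 7.5. Remaining NADPH coupled via diaphorase/resazurin to fluorescence (540/590 nm); concentration-response curves normalized to no-enzyme control.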
PI4K2A block: inhibitors of human PI4K2A; purified PI4K2A, ADP-Glo luminescence, 1 h; stronger effect = lower value; activity change, negative = inhibition, % at 76.9 µM; 0.13% of 420,000 active; in the data active = activity change below about -50%; inconclusive = mostly about -30% to -49%;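 also: -100% = wells without enzyme as full effect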
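PI4K2A activity was measured by ADP-Glo luminescence: enzyme (4 ug/mL stock) and phosphatidylinositol (1.2 mM stock) in Tris pH 7.5/MgCl2/EGTA/Triton X-100 buffer were reacted with ATP (300 microM stock) for one hour at ambient temperature.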
Pin1 inhibitor: human Pin1 inhibition. Q13526. Pin1 FP peptide displacement, HiFluor488, 10 min. Potency, µM (top dose mostly 115 µM), for the others: at the top dose activity, negative = inhibition, actives largely listed as inhibitors. 0.009% of 390,000 active. AID 504891; active = well fitted inhibition curve with a large enough effect in the polarisation, with a control signal flat, not every such curve was filed as active; inconclusive = small, poorly fitted or top-dose-only effect, or effect the other way, or a change in a side signal; inactive = no such curve, though single readings can be large or run the other way; the % refers to the polarisation; also: potency is read from the fitted curve at half-maximal effect; % is scaled to controls: 0 for no effect and ±100 for the full control effect
Target sequence (Q13526 whole entry, looked up): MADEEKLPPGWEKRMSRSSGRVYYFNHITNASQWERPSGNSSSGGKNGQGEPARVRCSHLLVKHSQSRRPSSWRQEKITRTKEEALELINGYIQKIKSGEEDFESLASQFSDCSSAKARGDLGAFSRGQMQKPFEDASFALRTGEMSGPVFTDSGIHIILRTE
Tb PGK inh: T. brucei PGK inhibition | PGK/GAPDH coupled, Kinase-Glo luminescence, 60 min | Potency, µM (doses to about 57.5 µM), for inactives: at the highest dose activity change, negative = inhibition, usual class: inhibitors | 0.043% of 380,000 active | AID 602233; also: potency is read from the fitted curve at half-maximal effect; % is scaled to controls: 0 for no effect and ±100 for the full control effect; nearly all actives have a fitted effect of over 60% in size
Target sequence (P07378 whole entry, looked up): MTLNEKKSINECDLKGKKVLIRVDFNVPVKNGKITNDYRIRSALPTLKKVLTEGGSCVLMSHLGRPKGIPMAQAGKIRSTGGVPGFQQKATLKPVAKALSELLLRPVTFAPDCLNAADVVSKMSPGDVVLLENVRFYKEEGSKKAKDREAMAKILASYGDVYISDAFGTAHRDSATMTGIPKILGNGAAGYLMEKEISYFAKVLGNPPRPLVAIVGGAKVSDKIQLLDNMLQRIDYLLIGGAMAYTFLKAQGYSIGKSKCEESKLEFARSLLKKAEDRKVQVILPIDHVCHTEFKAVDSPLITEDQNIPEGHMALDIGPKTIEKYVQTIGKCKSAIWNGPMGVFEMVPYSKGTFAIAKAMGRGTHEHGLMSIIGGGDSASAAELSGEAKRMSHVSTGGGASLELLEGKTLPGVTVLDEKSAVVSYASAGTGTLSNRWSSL
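Recombinant glycosomal PGK reaction used 1,3-bisphosphoglycerate generated in-well by GAPDH (100nM final) in 100mM TEA pH 7.6, 5mM MgCl2, 0.01% Tween-20. After 60 minutes at room temperature, ATP was read by Kinase-Glo Plus luminescence end-point.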
USP1 inh: USP1/UAF1 (human) deubiquitinase inhibition; 0.23% of 390,000 active; recombinant USP1/UAF1, Ub-Rhodamine cleavage fluorescence; O94782; Potency, µM (highest dose often 57.1 µM), inactives show at the highest dose activity change, negative = inhibition, usual class: inhibitors; also: potency is read from the fitted curve at half-maximal effect; % is scaled to controls: 0 for no effect and ±100 for the full control effect; nearly all actives have a fitted effect of over 60% in size; inactives centre near -12
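USP1/UAF1 complex (1 nM) preincubated 15 min at room temperature with compound, then Ub-Rho substrate (150 nM final) added. Kinetic fluorescence at 480/540 nm over 6 reads at 60 s intervals; 50 mM HEPES pH 7.8, 0.5 mM EDTA, 0.1 mg/ml BSA, 1 mM TCEP, 0.01% Tween-20.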
GLS inhibitor: blocks human kidney-isoform glutaminase activity | 0.21% of 410,000 active | GLS enzymatic activity, qHTS titration | O94925 | Potency, µM (titrated, usually from 45.5 µM), without a hit: at the top dose activity change, negative = inhibition, actives largely listed as inhibitors | AID 624170; also: potency is read from the fitted curve at half-maximal effect; % is scaled to controls: 0 for no effect and ±100 for the full control effect
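Compounds were pin-transferred onto hKGA, after which L-glutamine (1 mM solution) and a detection mix of glutamate oxidase, HRP and Amplex Red were added. Initial and 30 min RT fluorescence reads were collected.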
* hit, by the source's call; i = inactive; ? = inconclusive; . = no result given; [ ] = dose if it differs, or a comment. Unless noted, calls follow the shape of the dose curve; as a rule, active = well fitted curve in the direction sought with a large enough effect; inconclusive = small, poorly fitted or top-dose-only effect, or another doubt; inactive = no such curve, though single readings can be large; an effect the other way counts as inactive or inconclusive. Only part of the results is shown; count on the stated rates, not on these rows.

| smiles | Tb PGK inh | TrxR1 substrate | PI4K2A block | USP1 inh | GLS inhibitor | mIDH1 inhibitor | HP1b binding inh | Pin1 inhibitor | TrxR1 inh |
| --- | --- | --- | --- | --- | --- | --- | --- | --- | --- |
| Cc1ccccc1NC(=O)c1cccc(N2C(=O)C3C4CCC(C4)C3C2=O)c1 (configuration not stated) | -4% | 12%[57.1 µM] | -4 | -3% | -2% | 4% | 28% | -6% | 11%[57.1 µM] |
| O=C(Cn1cnc2c(cnn2-c2ccccc2)c1=O)N1CCCc2ccccc21 | 2% | 5% | 2 | -23% | 5% | 5% | 48%[activator] | 2% | -2% |
| CCC1=Nc2cc(C(=O)NCC3CCCO3)ccc2Sc2ccc(Br)cc21 (configuration not stated) | -3% | -3% | 2 | -8% | 4% | -2% | 7% | 12% | 20% |
| C[C@H]1CN([C@@H](C)CO)C(=O)c2cccc(NC(=O)C3CC3)c2O[C@H]1CN(C)S(=O)(=O)c1cccs1 | -1% | 6% | -8 | -21% | -1% | 15% | 88%[activator] | 4% | -25% |
| C/C(=N\NC(=O)c1ccccc1)c1ccccc1F | 1% | -1% | 3 | -11% | 4% | -4% | 50%[activator] | 3% | -2% |
| Cc1cc(C)cc(OCC(=O)NNC(=O)CCN2C(=O)c3ccccc3C2=O)c1 | -3% | 5%[57.1 µM] | 1 | -15% | 0% | 11% | 36% | 0% | 38%[activator][57.1 µM] |
| COc1cccc(NS(=O)(=O)c2ccc3[nH]cc(C(=O)NCCC(C)C)c(=O)c3c2)c1 | -6% | -5% | -3 | -19% | -11% | 1% | 24% | 1% | 1% |
| COc1ccc2c(c1OC)C(=O)OC2Nc1nc(-c2cc3ccccc3oc2=O)cs1 (configuration not stated) | -23% | -8% | ? | -25% | 13% | -3% | 37% | 2% | -14% |
| N#Cc1nc(-c2cccc3ccccc23)oc1NCC1CCCO1 (configuration not stated) | -10% | 172%[activator][57.1 µM] | -6 | -2% | ? | 5% | -39% | 4% | 15%[57.1 µM] |
| O=C(Nc1ccc(Cl)c(C(F)(F)F)c1)c1nc2ccccc2nc1N1CCCCC1 | -2% | 4%[57.1 µM] | -2 | ? | -7% | 11% | 7% | ? | 12%[57.1 µM] |
| CCn1c(SCC(=O)NCCc2ccc(F)cc2)nnc1-c1cccs1 | i | -5% | 10 | 1% | 5% | -2% | 20% | -2% | 13%[57.1 µM] |
| CC(=O)Nc1nc2ccccc2n1CCN1CCOCC1 | 1% | 1% | -1 | 1% | 4% | -2% | -13% | 2% | 8% |
| Cc1c(CCC(=O)O)c(=O)oc2cc(O)ccc12 | -10% | . | 0 | -11% | 31%[activator] | 3% | 27% | -1% | 69%[activator] |
| Cc1cccc2c1NC(=O)C2=Nc1ccc(Cl)cc1 | 10% | 4% | 9 | -14% | 3% | -2% | 21% | 3% | 20% |
| Cc1cc(-c2ccc(S(=O)(=O)N3CCN(c4cccc(C(F)(F)F)c4)CC3)s2)on1 | 4% | -3% | 0 | -16% | 7% | -5% | 30% | 5% | 13% |
| Cc1cc(NS(=O)(=O)c2ccc(NC(=O)c3ccoc3C)cc2)nc(C)n1 | -5% | -7% | 0 | -18% | 2% | -2% | 13% | 5% | -7% |
| Cc1ccc(Nc2nnc(C)c3ccccc23)c(C)c1 | 0% | 0% | 6 | -15% | 10% | 2% | 25% | -2% | 12% |
| c1cncc(C(c2nnnn2C2CCCC2)N2CCN(Cc3ccc4c(c3)OCO4)CC2)c1 (configuration not stated) | -8% | 10% | 0 | 21% | 12% | 12% | 11% | 7% | 5% |
| Cc1ccc(-c2c[n+]3c(n2-c2ccccc2)SCC3)cc1 | -6% | 8% | 2 | -16% | 2% | -1% | 32% | -9% | 24% |
| Cc1ccc(S(=O)(=O)N(CC(O)CN2C(=O)NC(C)(C)C2=O)c2ccccc2)cc1 (configuration not stated) | -2% | 6% | -5 | -1% | 8% | 0% | 30% | 1% | 11% |
| COc1cc(NC(=O)c2cccs2)c(OC)cc1NC(=O)CCC(=O)Nc1cccc2ncccc12 | -8% | -4% | -4 | -24% | 5% | -5% | 41%[activator] | 58%[activator] | 10% |
| CCOc1ccccc1N1CCN(c2nc(N)c(C#N)c(CC#N)c2C#N)CC1 | i | 13%[57.1 µM] | 3 | -9% | 51%[activator] | -1% | 6% | ? | ? |
| O=C(NNC(=O)c1ccc(O)c(Cl)c1)c1cccc(S(=O)(=O)N2CCOCC2)c1 | -2% | 10% | -9 | -6% | 26% | 10% | 6% | 2% | 25% |
| Nc1nnc(SCC(=O)NC2CCCCC2)s1 | 1% | 13%[57.1 µM] | -2 | -15% | 4% | 5% | 39% | 3% | 17%[57.1 µM] |
| Cc1ccccc1-n1c(=O)c2ccccc2n(Cc2ccc(F)cc2)c1=O | 0% | 3% | -1 | -30% | 1% | 0% | 29% | 0% | 17% |
| Cc1cccn2cc(-c3cccc(S(=O)(=O)N4CCCCC4)c3)nc12 | 3% | -5% | 1 | -18% | 5% | 0% | 9% | -5% | -7% |
| Clc1ccccc1OCCSc1nnc(-c2cccs2)o1 | 4% | 0% | -3 | -16% | -9% | 10% | 193%[activator] | 0% | 14% |
| O=C(NCc1ccccc1)c1ccc(Oc2ccc(C(=O)NCc3ccccc3)cc2)cc1 | -3% | -8% | 2 | -6% | -3% | 2% | 22% | 5% | -5% |
| Cc1ccc[n+](/C(C(=S)NCc2ccco2)=C(/[O-])c2ccccc2Cl)c1 | 7% | -11% | -5 | 7% | 16% | -6% | 1% | -2% | ? |
| Cc1ccc(-c2cc(C(=O)N3CCN(S(=O)(=O)c4ccc(Br)cc4)CC3)[nH]n2)cc1C | 5% | -5% | -1 | 14% | 3% | 0% | 19% | 22% | 6% |
| C/C(=N\NC(=O)c1ccc(Cn2cc([N+](=O)[O-])cn2)o1)c1cccc(NC(=O)C(C)C)c1 | -8% | -7% | 6 | -18% | 0% | 2% | 32% | 17% | -14% |
| CCOC(=O)c1ccc(NC(=O)Cn2nc(C)c3nn(-c4ccc(Cl)cc4)c(C)c3c2=O)cc1 | 9% | 2%[57.1 µM] | -1 | -6% | 4% | -6% | 21%[57 µM] | 12% | 17%[57.1 µM] |
| CC(C)c1ccc(NC(=O)COC(=O)/C=C/c2cccc([N+](=O)[O-])c2)cc1 | -12% | -11% | 2 | -9% | 2% | -3% | 12% | -9% | -13% |
| O=c1cc(NCCO)c2ccccc2o1 | 3% | 5% | 5 | -6% | 6% | 5% | 25% | 2% | 5% |
| Cc1ccc(C(C(=O)NC2CCCCC2)N(Cc2ccccc2)C(=O)Cc2c[nH]c3ccccc23)o1 (configuration not stated) | -5% | -7% | -4 | -24% | -2% | ? | 1% | 12% | -4% |
| CCC(O)C(C)(C)C (configuration not stated) | 8% | 0% | 2 | 3% | 9% | 28% | 29% | 5% | 9% |
| Cc1coc2c(C)c3oc(=O)c(CCC(=O)N(C)CC(=O)O)c(C)c3cc12 | -13% | 13% | -4 | -25% | 1% | 1% | 21% | -1% | -8% |
| CCc1ccc(/C(C)=N/NC(=O)c2ccccn2)cc1 | -7% | 3% | 1 | -22% | 5% | 7% | 40%[activator] | -6% | 26% |
| COc1ccc(CCNC(=O)C2CCN(c3nc4ccccc4nc3C(F)(F)F)CC2)c(OC)c1 | i | -1%[57.1 µM] | 5 | -11% | -12% | -10% | -12% | -3% | 15%[57.1 µM] |
| COCCNC(=O)CN1CCCCCC1 | -2% | 2% | -6 | -17% | 9% | 10% | ? | -5% | 11% |
| O=C(Cc1ccc(O)cc1)NC1CCCCCC1 | -4% | -5% | -6 | -8% | -7% | -7% | 22% | 4% | 10% |
| Cc1cc(-c2nnc(CCC(=O)N(CC3CC3)CC3CCCO3)o2)no1 (configuration not stated) | -1% | 7%[57.1 µM] | -8 | 0% | ? | -2% | 12% | 3% | 6%[57.1 µM] |
| CC1(C)CC(=O)c2sc(NC(=O)CN3CCCCC3)nc2C1 | 1% | -12% | 2 | -16% | -8% | 5% | 15% | -1% | -9% |
| O=C(Nc1ccccc1C(=O)NCc1cccnc1)c1ccccc1F | -1% | -2% | -4 | -24% | -7% | -1% | 26% | -6% | 10% |
| CC(Cc1cccnc1)NC(=O)c1ccccc1OC1CCN(S(C)(=O)=O)CC1 (configuration not stated) | -6% | -5%[57.1 µM] | -3 | -15% | -2% | 1% | 53%[activator] | 1% | 4% |
| CCCN(C(=O)c1cc2c(=O)oc3ccccc3c2s1)c1ccc(CC)cc1 | -8% | 8%[2.29 µM] | 0 | -4% | 5% | 3% | 33%[activator] | ? | 12% |
| Cn1c(=O)cc(SCC(=O)NCc2ccc(F)cc2)c2cc(Cl)ccc21 | i | 9% | -2 | -21% | 3% | 13% | 31%[activator] | -5% | 39%[activator] |
| Cn1c(/N=C/c2ccc3c(c2)OCO3)nc2ccccc21 | -18% | 6% | -1 | ? | 9% | 1% | -4% | 17% | 6% |
| Cc1ccc2c(Cl)cc(Cl)c(OCC(=O)Nc3cccc(S(=O)(=O)N(C)C)c3)c2n1 | -5% | -2% | 1 | -1% | 0% | 7% | 36% | -2% | -8% |
| O=S(=O)(c1ccc(NC(=S)Nc2ccc(OC(F)F)cc2)cc1)N1CCOCC1 | i | -1% | -1 | -9% | 15% | 5% | -1% | -5% | ? |
